RGS4 act: RGS4 potentiators or activators, primary screen, cell-based, HEK293 M3R inducible RGS4, calcium flux | carbachol calcium flux Fluo4; stronger effect = lower value | B-score at 10 µM | 0.92% of 310,000 active | AID 463111, 2010;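 active means B-score of the integrated calcium signal more than 4 SD below the library mean, with starting fluorescence not abnormally high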;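 further: negative B-score means reduced calcium response which marks RGS4 activation or potentiation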
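System – HEK293 FlpIn-TREx cells, stable M3R, doxycycline-inducible RGS4 · Reagent – ECmax carbachol challenge · Times – compound preincubation 20 min at room temperature before agonist · Technique – Fluo4 fluorescence kinetic imaging of calcium · Measure – B score of integrated Fluo4 ratio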
KCNK3 block: human KCNK3 channel inhibitors, primary screen, CHO cells, FluxOR thallium flux, B-score; Potassium channel subfamily K member 3 (Homo sapiens), O14649; FluxOR fluorescence; stronger effect = lower value; B-score at 10 µM; 0.84% of 340,000 active; AID 602410, 2012;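 active means B-score under library mean minus 4 SD, starting fluorescence ratio at most library mean plus 5 SD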;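 further: more negative B-score means stronger inhibition of thallium flux through KCNK3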
KCNQ1 inh: inhibitors of human KCNQ1 channel, primary screen, cell-based, thallium flux, high-throughput; Potassium voltage-gated channel subfamily KQT member 1 (Homo sapiens), P51787; CHO-K1 KCNQ1, FluxOR thallium flux fluorescence; stronger effect = higher value; B-score at 10 µM; 1.3% of 310,000 active; AID 2642, 2010;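 active means compounds whose thallium flux B-score, printed positive for inhibition, exceeds three library SD while starting fluorescence stays within three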;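 further: channel opened by potassium depolarization with thallium stimulus after 20 min compound exposure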
GSK3B inh: human GSK3beta kinase inhibitors, primary screen, biochemical, cell-free homogeneous, HTS; GST-GSK3beta kinase, ADP-Glo luminescence, 60 min; stronger effect = lower value; 0.038% of 300,000 active; Glycogen synthase kinase-3 beta (Homo sapiens), P49841; activity score (negative = inhibition), % at 10 µM; AID 2097, 2009;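 active means more than half of replicate wells score below -50%, meaning over 50% inhibition versus plate controls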;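 further: 0% = median DMSO wells and -100% = median GW8510 positive control wells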
Target sequence (P49841 whole entry, looked up): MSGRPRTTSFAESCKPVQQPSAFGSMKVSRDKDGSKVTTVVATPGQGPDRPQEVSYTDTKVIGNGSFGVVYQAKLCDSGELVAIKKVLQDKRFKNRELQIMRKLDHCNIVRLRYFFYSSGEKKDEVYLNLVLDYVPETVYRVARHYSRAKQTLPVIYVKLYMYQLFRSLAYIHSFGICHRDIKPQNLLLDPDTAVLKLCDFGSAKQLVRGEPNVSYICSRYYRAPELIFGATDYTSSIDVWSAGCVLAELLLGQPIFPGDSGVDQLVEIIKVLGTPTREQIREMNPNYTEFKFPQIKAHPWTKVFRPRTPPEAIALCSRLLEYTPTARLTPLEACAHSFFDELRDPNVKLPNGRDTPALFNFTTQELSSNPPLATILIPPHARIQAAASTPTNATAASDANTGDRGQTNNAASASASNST
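Test system: GST-fused GSK3beta enzyme, cell-free | Quantity: 1.6 ng GST-GSK3beta enzyme per well | Reagent: 25 µM ATP with peptide substrate | Schedule: 60 min enzyme reaction, room temperature | Signal: Luminescent ADP-Glo measurement of ADP formed | Read-out basis: Score relative to plate controls | Control set: DMSO and 20 µM GW8510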
RGS4 inh: RGS4 inhibitors, primary screen, cell-based, HEK293 M3R inducible RGS4, calcium flux. Fluo-4 calcium flux; stronger effect = higher value; triggered by carbachol at its EC20. 0.45% of 310,000 active. Regulator of G-protein signaling 4 (Homo sapiens), P49798. B-score at 10 µM. AID 463165, 2010;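 active means B-score, a plate-corrected calcium signal, over three deviations above library mean, with baseline fluorescence within five deviations of library mean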;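 further: RGS4 expression induced by doxycycline in cells with stable M3 receptor; B-score is computed from the integrated fluorescence ratio over baseline after carbachol; higher B-score means a larger calcium signal and so more RGS4 inhibition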
Target sequence (P49798 whole entry, looked up): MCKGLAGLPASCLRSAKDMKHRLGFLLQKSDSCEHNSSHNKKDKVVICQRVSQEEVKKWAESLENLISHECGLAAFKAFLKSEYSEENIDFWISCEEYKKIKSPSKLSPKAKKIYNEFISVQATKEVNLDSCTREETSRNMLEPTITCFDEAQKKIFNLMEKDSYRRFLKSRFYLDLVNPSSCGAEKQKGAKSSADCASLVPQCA
Dyrk1A ADPGlo: rat Dyrk1A kinase inhibitors, primary screen, biochemical, single point, plate reader. ADP-Glo luminescence, NFATc1 peptide. AID 504441, 2011. 0.43% of 310,000 active. inhibition, % at 12.5 µM; in the data active means inhibition above about 50%;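 further: plate controls were vehicle with enzyme for no effect and no enzyme for full effect; many of its hits are not listed in these tables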
GSK3A inh: blockers of GSK3A enzyme activity – biochemical, luminescence, cell-free homogeneous, HTS, primary screen; Glycogen synthase kinase-3 alpha (Homo sapiens), P49840; GSK-3 alpha kinase, ADP-Glo luminescence, 60 min; inhibition, % at 10 µM; 0.1% of 320,000 active; AID 2650, 2010;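 in the data active means inhibition above about 50%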;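 further: GST-tagged GSK-3 alpha with peptide substrate and 25 µM ATP; 0% = DMSO neutral wells and 100% = GW8510 positive control wells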
KCNQ1 act: potentiators or activators of KCNQ1 channel, primary screen, cell-based, thallium flux, high-throughput; Potassium voltage-gated channel subfamily KQT member 1 (Homo sapiens), P51787; CHO-K1 KCNQ1, thallium flux FluxOR fluorescence; stronger effect = higher value; B-score at 10 µM; 0.35% of 310,000 active;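 active means fluorescence ratio B-score, a plate-corrected score, at least three library SD, with initial intensity B-score within 5 SD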
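Schedule – 37 °C overnight plating, 90-min dark dye load, 20-min compound pretreatment · System – stable KCNQ1 CHO-K1 line · Probe or stimulus – thallium- and potassium-containing depolarizing buffer · Measured by – kinetic FluxOR fluorescence, 10 s baseline plus 110 s post-stimulus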
hERG protect: hERG rescue from dofetilide block, primary screen, cell-based, CHO-hERG, FluxOR thallium flux, dofetilide IC70; Voltage-gated inwardly rectifying potassium channel KCNH2 (Homo sapiens), Q12809; dofetilide IC70 present; activation (rescue from dofetilide block), less the hit threshold, % at 10 µM; 0.51% of 310,000 active;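 active means activation above the mean of controls blocked by dofetilide plus 5 SD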;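 further: thallium influx through hERG after potassium depolarization seen as dye fluorescence rise; in these data hits start at about 4.7%; inactives centre near -7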
PolyA inhibitor: polyadenylation inhibitors in yeast reporter cells, primary screen, luminescence, S. cerevisiae | calls only at 12 µM | 0.02% of 300,000 active | S. cerevisiae SKY197-pL101 polyadenylation reporter, beta-gal luminescence; efflux-impaired pdr1/pdr3 knockout yeast; score 100 = 6 SD above DMSO;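 active means lowest replicate activity score at least 50, where 100 means six control SD above control mean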;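 further: yeast exposed to compound for 9 h at 30 °C; higher score means more reporter readthrough which indicates perturbed polyadenylation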
KCNK9 block: KCNK9 potassium channel inhibitors, primary screen, HEK293 cells, thallium flux | B-score at 10 µM | 1.2% of 310,000 active | Potassium channel subfamily K member 9 (Homo sapiens), Q9NPC2 | FluxOR thallium flux fluorescence; stronger effect = lower value;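 active means ratio B-score over 3 SD below the library mean, with starting fluorescence within 5 SD of its mean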;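 further: negative B-score means less thallium flux so channel inhibition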
Target sequence (Q9NPC2 whole entry, looked up): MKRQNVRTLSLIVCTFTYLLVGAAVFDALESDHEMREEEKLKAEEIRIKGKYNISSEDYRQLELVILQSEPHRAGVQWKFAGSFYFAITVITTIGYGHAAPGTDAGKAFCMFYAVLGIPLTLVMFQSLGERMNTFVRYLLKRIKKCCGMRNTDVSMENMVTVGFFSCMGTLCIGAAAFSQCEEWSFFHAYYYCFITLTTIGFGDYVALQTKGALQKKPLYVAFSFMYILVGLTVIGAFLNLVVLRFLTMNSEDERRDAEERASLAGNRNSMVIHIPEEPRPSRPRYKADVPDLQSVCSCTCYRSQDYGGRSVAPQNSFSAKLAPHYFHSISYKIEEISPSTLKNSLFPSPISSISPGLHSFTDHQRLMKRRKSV
* = called active by the depositor; i = inactive; . = not tested or not shown. A portion of the library (hit frequency here may not be typical).

molecule	RGS4 act	KCNK3 block	KCNQ1 inh	GSK3B inh	RGS4 inh	Dyrk1A ADPGlo	GSK3A inh	KCNQ1 act	hERG protect	PolyA inhibitor	KCNK9 block
COC(=O)c1ccc(COc2ccc(/C=N/O)cc2OC)o1	i	i	i	0	i	6	1	i	-16	i	i
O=C(c1ccc(F)cc1)C1CCN(S(=O)(=O)c2ccccc2)CC1	i	i	i	1	i	.	-4	i	-14	i	i
CCCNC(=O)N(CCOC)CC1CCCN(C2Cc3ccccc3C2)C1 (stereo not drawn)	i	i	i	-1	i	14	.	i	-11	i	i
Oc1ccc(Nc2nc(NCC3CCCO3)c3ccccc3n2)cc1 (stereo not drawn)	i	i	i	-4	i	28	.	i	-17	i	i
Cc1cc(CNC(=O)c2ccc3nc(Cc4ccccc4F)oc3c2)nn1C	i	i	i	-3	i	0	3	i	-10	i	i
O=c1cc(-c2ccccc2F)oc2ccccc12	i	i	i	1	i	13	-4	i	-1	i	i
Cc1ccc(C)c(NC(=O)c2cc(=O)c3ccccc3o2)c1	i	i	i	1	i	9	-1	i	-7	i	i
Cc1[nH]n(-c2ccccc2)c(=O)c1N=Nc1cccc(C(=O)O)c1	i	i	i	2	i	17	1	i	-9	i	i
CCCCC(c1nnnn1CCOC)N1CCN(Cc2ccccc2)CC1 (stereo not drawn)	i	i	i	1	i	5	1	i	2	i	i
CCCCCn1c(SCC(=O)OC)nc2c1c(=O)[nH]c(=O)n2C	i	i	i	2	i	1	0	i	-7	i	i
O=C(O)c1csc(-c2cccs2)n1	i	i	i	2	i	2	-3	i	-16	i	i
COc1cccc(C2CC(c3ccccc3)Nc3nc(N)nn32)c1 (stereo not drawn)	i	i	i	-1	i	15	.	i	-11	i	i
CC(C)(C)c1ccc(NC(=O)c2ccc(=O)[nH]n2)cc1	i	i	i	-1	i	2	-1	i	-6	i	i
O=C(Nc1ccccc1N1CCCCC1)c1cccs1	i	i	i	-1	i	12	-2	i	-14	i	i
COc1ccc(-c2oc3cccnc3c2/C=C/c2ccc(OC)c(OC)c2)cc1	i	i	i	2	i	-6	6	i	-11	i	i
O=C(NCc1ccc(F)cc1)C1Cc2ccccc2CN1C(=O)c1ccco1 (stereo not drawn)	i	i	i	0	i	-17	1	i	-11	i	i
CC(=O)NCCc1nc2cc(NC(=O)c3ccccc3Cl)ccc2n1C	i	i	i	0	i	-3	-2	i	-8	i	i
Cc1ccc(NC(=S)c2ccccc2)cc1	i	i	i	0	i	-2	0	i	-6	i	i
Cc1ccc(C(=O)Nc2ccc3c(c2)OCO3)cc1	i	i	i	4	i	4	3	i	-6	i	i
COCCN(C(=S)Nc1ccc(C)cc1)C(C)c1cccnc1 (stereo not drawn)	i	i	i	0	i	-3	1	i	-7	i	i
Cc1c(Br)c([N+](=O)[O-])nn1CC(=O)Nc1ccccn1	i	i	i	-2	i	-1	7	i	-7	i	i
CCOc1ccccc1C(=O)NCCc1cnc[nH]1	i	i	i	2	i	-1	-2	i	1	i	i
O=C(NCCc1ccccc1)c1cc(-c2ccncc2)nc2ccc(S(=O)(=O)N3CCOCC3)cc12	i	i	i	-1	i	-3	-1	i	-4	i	i
Nc1cccc(NC(=O)CN2CCOCC2)c1	i	i	i	-5	i	-5	0	i	-2	i	i
Nc1ccccc1SCc1cn2cccnc2n1	i	i	i	2	i	-9	-2	i	-3	i	i
CCOC(=O)N1CCN(C(=O)CSc2ccc(-c3cccnc3)nn2)CC1	i	.	i	1	i	.	-2	i	-5	i	i
CC(C)(C)n1nnnc1C(c1ccc(Cl)cc1)N1CCSCC1 (stereo not drawn)	i	i	i	-10	i	-11	-2	i	-6	i	i
COc1ccccc1N1C(=N)S/C(=C\c2ccc(-c3ccccc3C(=O)O)o2)C1=O	i	i	i	2	i	9	0	i	-10	i	i
CCOC(=O)CSc1nc(-c2ccc(OC)cc2)ns1	i	i	i	1	i	5	-1	i	-10	i	i
CC(C)C(=O)N(Cc1ccccc1)S(=O)(=O)c1ccc2c(c1)oc(=O)n2C	i	i	i	2	i	-15	-1	i	-6	i	i
COCc1nnc(NC(=O)CCc2ccccc2)s1	i	i	i	-2	i	3	0	i	-7	i	i
O=C1N(Cc2cccnc2)C[C@@H]2C[C@@H](c3ccccc3C#Cc3ccccc3)N3CCC[C@@]123	i	i	i	-8	i	4	.	i	-13	i	i
O=C(COc1ccccc1F)N1c2ccccc2CCc2ccccc21	i	i	i	-1	i	.	0	i	-11	i	i
O=[N+]([O-])c1ccccc1S(=O)(=O)NCc1ccc(F)cc1	i	i	i	2	i	1	2	i	-4	i	i
O=C(c1cc2nc(-c3ccco3)cc(C(F)(F)F)n2n1)N1CCN(Cc2ccccc2)CC1	i	i	i	-2	i	-6	-1	i	-13	i	i
CCOC(=O)CNc1ccc(OC(F)(F)F)cc1	i	i	i	-22	i	2	-2	i	-5	i	i
Cn1c(C(=O)OC(C(=O)NC2CCCC2)c2ccncc2)cc2sccc21 (stereo not drawn)	i	i	i	5	i	19	-1	i	-5	i	i
CCC1(C)C2(C#N)C(N)=NC(OC)(OC)C12C#N (stereo not drawn)	i	i	i	0	i	1	0	i	-5	i	i
Cc1ccc2[nH]c(=O)c(CN(CCCN3CCOCC3)C(=O)Nc3ccc(Cl)cc3)cc2c1	i	i	i	1	i	-1	-1	i	-30	i	i
O=C(Nc1ccc2nn(-c3ccccc3)nc2c1)c1ccc(Br)o1	i	i	i	-1	i	-7	-1	i	1	i	i
COc1ccccc1-n1nc(C(=O)Nc2ccc3c(c2)OCO3)c2ccccc2c1=O	i	i	i	-2	i	-7	-1	i	0	i	i
CCS(=O)(=O)N1Cc2ccccc2CC1C(=O)Nc1nc2ccccc2[nH]1 (stereo not drawn)	i	i	i	-3	i	9	-1	i	-14	i	i
Cc1ccc(C#CC[N+](C)(C)CC#Cc2ccccc2)cc1	i	i	i	-3	i	-3	6	i	-17	i	i
Cc1c(C)c2c(OCC(=O)NCC(=O)NCC(=O)O)cc3c(c2oc1=O)CCC(C)(C)O3	i	i	i	4	i	4	14	i	2	i	i
CC(C)C[C@H](NC(=O)OC(C)(C)C)C(=O)N[C@@H](CO)[C@H](O)[C@@H]1C[C@@H]1C(=O)NC1CC1	i	i	i	4	i	-8	-2	i	-2	i	i
Cc1cccc(Sc2c([N+](=O)[O-])ncn2C)n1	i	i	i	-4	i	-1	7	i	-12	i	i
CC(C)CCN1CCN(Cc2cccn2-c2nccs2)CC1CCO (stereo not drawn)	i	i	i	-2	i	-5	-3	i	-10	i	i
Cc1ccc(SCc2ccc(C(=O)Nc3ccccc3Br)cc2)cc1	i	i	i	1	i	-4	2	i	-10	i	i
O=C(CSc1ccsc1[N+](=O)[O-])NCCc1ccc(Cl)cc1	i	i	i	1	i	-5	-1	i	-8	i	i
Cc1ccc(S(=O)(=O)Nc2ccccc2CNc2ncc(Br)cc2Br)cc1	i	i	i	0	i	-5	1	i	-6	i	i

(further entries)
molecule	RGS4 act	KCNK3 block	KCNQ1 inh	GSK3B inh	RGS4 inh	Dyrk1A ADPGlo	GSK3A inh	KCNQ1 act	hERG protect	PolyA inhibitor	KCNK9 block
Cn1ccsc1=NC(=O)c1ccc([N+](=O)[O-])o1	i	i	i	1	i	16	-3	i	-11	i	i
O=C(ONC1=NCCCCC1)c1cccc([N+](=O)[O-])c1	i	i	i	1	i	2	-2	i	-7	i	i
Cc1ccc(Sc2nnc(Cc3ccccc3)c3ccccc23)cc1	i	i	i	.	i	-13	-1	i	-8	i	-13*
C=CCn1c(O)c(N=NC(=O)CNC(=O)c2ccco2)c2ccccc21	i	i	i	1	i	-3	1	i	-8	i	i
O=C(NCCCN1CCOCC1)C(C(=O)c1ccccc1)n1ccccc1=O (stereo not drawn)	i	i	i	0	i	0	-3	i	-18	i	i
CC(=O)Oc1ccc(N2C(=O)[C@@H]3[C@H](C2=O)[C@H]2c4ccccc4C=NN2[C@@H]3C(C)=O)cc1	i	i	i	-3	i	-4	-2	i	-8	i	i
CCC(C)(C)n1nnnc1C(c1ccc(O)c(OC)c1)N1CCN(c2nc3ccccc3s2)CC1 (stereo not drawn)	i	i	i	-2	i	6	-2	i	-9	.	-15*
Cc1ccc(CNC(=O)Nc2cccs2)cc1	i	i	i	-20	i	5	0	i	-2	i	i
Cc1ccc(S(=O)(=O)NCC2NCCc3ccccc32)cc1 (stereo not drawn)	i	i	i	1	i	-4	0	i	-9	i	i
CSc1ccc(C2CC(=O)Nc3nc(SC)[nH]c(=O)c32)cc1 (stereo not drawn)	i	i	i	-4	i	-1	-13	i	-11	i	i
Cc1ccc(NC(=O)C(=O)NCc2ccc(/C=N/NC(=O)c3c(C)nc4cc(C)ccn34)o2)cc1	i	.	i	0	i	.	0	i	-7	i	i
COc1cc(C2OC(c3cc(OC)c(OC)c(OC)c3)C(C)C2C)cc(OC)c1OC (stereo not drawn)	i	i	i	2	i	10	0	i	-5	i	i

Screening results (PubChem)
